Tb hexokinase = blocks Trypanosoma brucei hexokinase 1 activity; recombinant TbHK1, G6PDH-coupled NADH A340; inhibition, % at 10 µM; hit rate 0.11% among 220,000;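 active means inhibition of 50% or more in the single-dose primary screen; inactive means inhibition below 50%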
Furin inhibitor = blocks human furin protease activity | purified furin, fluorogenic substrate cleavage | inhibition, % at 30 µM | hit rate 0.061% among 220,000 | AID 463115; in the data active means inhibition above about 25%; further: inactives centre near -15
Target sequence (P09958 108-714 limits assumed): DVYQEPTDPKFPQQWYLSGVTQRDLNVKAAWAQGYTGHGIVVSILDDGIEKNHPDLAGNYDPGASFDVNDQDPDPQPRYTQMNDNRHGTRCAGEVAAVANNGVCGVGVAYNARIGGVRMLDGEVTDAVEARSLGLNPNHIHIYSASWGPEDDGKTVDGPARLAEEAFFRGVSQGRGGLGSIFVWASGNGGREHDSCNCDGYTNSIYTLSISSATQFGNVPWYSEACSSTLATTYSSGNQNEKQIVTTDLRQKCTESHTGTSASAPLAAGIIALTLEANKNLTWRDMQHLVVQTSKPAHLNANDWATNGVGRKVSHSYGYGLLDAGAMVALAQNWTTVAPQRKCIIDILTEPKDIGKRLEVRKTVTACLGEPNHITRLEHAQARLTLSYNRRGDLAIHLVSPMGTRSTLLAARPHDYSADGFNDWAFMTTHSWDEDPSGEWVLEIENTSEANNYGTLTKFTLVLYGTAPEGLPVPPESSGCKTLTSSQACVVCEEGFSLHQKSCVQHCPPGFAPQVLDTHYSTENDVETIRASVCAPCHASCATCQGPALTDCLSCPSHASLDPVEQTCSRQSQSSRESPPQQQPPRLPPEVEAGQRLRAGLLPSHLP
PPC-1+TRAIL kill = compounds killing PPC-1 cancer cells with TRAIL present (potentiator screen, no TRAIL-free arm); PPC-1 cells + TRAIL, ATPLite viability luminescence; cell killing (% activity), % at 4 µM; hit rate 0.41% among 220,000;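 active means cell killing above 50% in the first pass at 4 µM, then a duplicate retest at 5 µM averaging 50% or more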;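 further: plate controls were cells with TRAIL plus DMSO for no effect and medium-only wells lacking cells for full effect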
EBV gp42 inh = blocks Epstein-Barr virus glycoprotein 42 binding. inhibition, % (tested at 21.74 µM). Fluorescence polarization binding assay, mP read-out. AID 1085. hit rate 0.42% among 220,000; in the data active means inhibition above about 50%
Target sequence (Q1HVG2 whole entry, looked up): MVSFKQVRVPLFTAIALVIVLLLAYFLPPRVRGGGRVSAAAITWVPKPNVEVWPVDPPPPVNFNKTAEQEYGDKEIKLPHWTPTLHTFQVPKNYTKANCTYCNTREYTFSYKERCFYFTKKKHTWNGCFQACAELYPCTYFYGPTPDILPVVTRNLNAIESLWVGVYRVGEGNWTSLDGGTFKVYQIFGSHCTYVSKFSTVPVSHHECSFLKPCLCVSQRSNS
m-calpain inh = calpain II (pig) inhibition. inhibition, % at 16 µM. purified calpain II, fluorogenic peptide substrate, 30 min. hit rate 0.37% among 220,000;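 active means inhibition above about 50%, limit read from the data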
TRPN1 ag = agonists of zebrafish TRPN1 channel; hit rate 0.18% among 220,000; activation, % at 3 µM; HEK293 zebrafish TRPN1-YFP, Fluo-8 calcium fluorescence; 100% = response to 87 µM carbachol; AID 1424;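 active means activation above its plate's cutoff, the mean activation of test wells on that plate plus 3 SD, cut at about 19% in these data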;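 further: 0% = DMSO alone and 100% = 87 µM carbachol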
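Assay system: Zebrafish TRPN1-YFP in HEK293 cells | Incubation: Dye loading 1 h at 37 °C, then 30 min room temperature | Measured by: Kinetic Fluo-8 fluorescence, ex 470-495, em 515-575 nm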
TRPML3 ag = human mucolipin-3 channel agonism; Q8TDD5; HEK293 TRPML3-YFP, Fluo-8 calcium fluorescence; 100% = the carbachol control signal; activation, % at 3 µM; hit rate 0.29% among 220,000; AID 1448;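 active means activation above its plate's cutoff, the mean activation of the plate's test wells plus 3 SD, cut at about 12% in these data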;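 further: 0% = DMSO only wells and 100% = carbachol wells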
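system = HEK293 cells stably carrying human TRPML3-YFP | doses = one concentration, 3 µM nominal, 0.3% DMSO | timing = dye loading 1 h 37 °C then 30 min ambient, 125 s read | detection = Fluo-8 calcium dye fluorescence, ex 470-495, em 515-575 nm | benchmarks = high control carbachol 87 µM, low control DMSO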
thrombin 1536 = blocks human thrombin protease activity | P00734 | alpha-thrombin, Boc-VPR-AMC fluorogenic substrate cleavage | inhibition, % at 5 µM | hit rate 0.26% among 220,000 | AID 1046;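 active means inhibition at or above 40%; inactive means inhibition below 40%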;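 further: 0% = enzyme with no compound and 100% = wells without enzyme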
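System: Human alpha-thrombin protein | Medium: pH 7.5 Tris (50 mM) with NaCl 150 mM, Tween 20 0.05% | Times: Enzyme reaction carried out at room temperature | Detection: AMC fluorescence, 355/460 nm | Evaluation: Percent inhibition scaled between no-compound controls and no-enzyme blanks | Benchmarks: Enzyme without compound as high, wells lacking enzyme as low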
KCC2 mod = modulators of human KCC2 chloride dependent transport. B-score of Tl+ flux slope (higher = more flux/activation; lower = inhibition) at 10 µM. KCC2 cells, thallium flux FluoZin-2 fluorescence. Q9H2X9. hit rate 2.2% among 190,000;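 active means thallium flux slope and its plate-corrected score both differing from the plate sample mean at a set confidence after two filtering rounds, in either direction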;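 further: slope of fluorescence scaled to starting intensity during 10 to 20 s after thallium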
Active calls of the source: *; . = no result given; [ ] = dose if it differs, or a comment.

SMILES	Tb hexokinase	Furin inhibitor	PPC-1+TRAIL kill	EBV gp42 inh	m-calpain inh	TRPN1 ag	TRPML3 ag	thrombin 1536	KCC2 mod
CCOC(=O)C1CCCN(c2c(NCCCN(C)Cc3ccccc3)c(=O)c2=O)C1 (stereo not drawn)	6	-32	0	-27	-18	0.9	-0.3	3	0.034
CCOC(=O)N1CCN(C(=O)CN(Cc2ccc(Cl)cc2)S(C)(=O)=O)CC1	-9	-13[20 µM]	13	-7	-4	-0.1	0.6	5	-0.3
O=C(O)/C(=C\c1cccs1)c1ccccc1	-4	-20	3	-5	-25	-0.5	0.6	-6	-0.18
CCOc1ccc2c(c1)sc1nc(C(=O)OC)cc(=O)n12	-10	-16[20 µM]	.	.	.	-0.5	0.0	.	1.1
COCCCNC(=O)NC(=O)c1ccccc1	2	-21	20	-4	-22	0.5	1.2	-3	-0.72
COc1cccc(CC(NC(C)=O)C(=O)NC2CCN(c3c4c(nc5ncnn35)CCC4)CC2)c1OC (stereo not drawn)	-2	-18	.	-17	0	2.4	1.2	-1	.
COCCN(C(=O)CSc1nnc(-c2cccc(C)c2)n1C)c1c(N)n(Cc2ccccc2)c(=O)[nH]c1=O	1	-22	17	-1	3	0.1	-0.1	3	0.19
Clc1ccc(OCc2cc(-c3ccccc3)no2)cc1Cl	-1	-28[20 µM]	0	-2	34	-0.5	0.9	9	.
CC1(C)N=C(c2ccccc2)C(=O)N1	-5	-28[20 µM]	-16	-5	4	-0.5	0.9	6	-0.18
Cn1c(=O)c2c(nc(NCCO)n2CCc2ccccc2)n(C)c1=O	.	.	9	-16	6	.	.	-1	.
COc1ccc(-c2nnc(OCc3ccccc3)c3ccccc23)cc1	4	-18	2	2	-11	-0.3	0.3	-1	-0.74
CCC(CC)C(=O)OCC(=O)Nc1cccc([N+](=O)[O-])c1	-11	-25	10	0	-23	0.2	1.8	-1	0.37
Cc1sc(N)c(C#N)c1C	35	-14	9	0	19	0.1	0.1	-8	0.69
COc1ccc(OC)c(-n2c(C)cc(C=O)c2C)c1	3	-16	16	-10	-4	0.6	0.5	-2	0.78
OCC1CCN(Cc2nc(Cc3ccccc3Cl)no2)CC1	2	-29	4	-10	-23	0.2	0.6	-6	0.28
Cc1cccc(C(=O)NC(C(=O)Nc2nc(-c3ccccn3)cs2)C(C)C)c1 (stereo not drawn)	7	-4	-10	2	18	-1.0	-0.2	12	-0.98
CN(C(=O)COC(=O)c1ccccc1C(=O)N1CCN(c2ccccc2)CC1)c1ccccc1	0	-25	12	2	-17	1.3	0.8	0	0.95
O=C(O)CCCC(=O)NNC(=O)c1cccc(Br)c1	-6	-22	27	-9	-23	-1.1	1.2	0	2
COc1cc(NS(=O)(=O)c2ccccc2)ccc1-n1nc(C)cc1C	2	-23[20 µM]	9	-19	2	-1.6	-1.0	0	.
COC(=O)CC1SC(=O)NC1=Nc1ccc(OC)cc1 (stereo not drawn)	4	-3[20 µM]	-7	-4	17	2.3	0.8	-3	-0.037
Cc1ccc(S(=O)(=O)N2CCN(C(=O)c3cc4c(C)nn(-c5ccccc5)c4s3)CC2)cc1	-15	-13[20 µM]	3	4	-123	2.4	1.5	3	0.68
C/C(CC(=O)Nc1c(C)cc(C)cc1C)=N\NC(=O)c1cnccn1	-1	-19	-1	-7	-11	-1.3	0.4	-3	0.64
CCCOc1ccc(/C(O)=C2/C(=O)C(=O)N(CCN(C)C)C2c2ccc(OC)c(OC)c2)cc1 (stereo not drawn)	-31	-9	.	-17	26	0.6	1.2	0	1.1
N#Cc1cc2c([nH]c1=O)CCCC2	-39	-105	5	-15	-147	2.3	0.7	-3	1.3
Nc1nc[nH]c(=O)c1N=Cc1ccccc1	-4	-16	1	-16	8	-1.8	-0.5	1	-0.11
Cn1nccc1C(=O)N1CCc2c([nH]c3ccccc23)C1c1ccc(F)cc1 (stereo not drawn)	-4	-30	-24	-9	-54	4.3	1.2	1	0.2
CC(C#Cc1c([C@@H](C)Oc2ccccc2)nnn1Cc1ccccc1)Oc1ccccc1 (stereo partly drawn)	10	-4	11	-20	38	.	.	3	-0.53
FC(F)(F)c1cc(Cl)c2nnc(C(F)(F)Cl)n2c1	1	-21	8	-16	23	0.0	2.3	-11	0.81
COc1ccc(NC(=O)CN2C(=O)CSC(C)C2=O)c(OC)c1 (stereo not drawn)	2	-19	3	-3	-10	-0.2	0.5	-2	0.69
CCOc1ccc(NC(=O)CN2C(=O)COc3ccc(Cl)cc32)cc1	-4	-23	29	-7	-9	-0.8	-0.5	-4	0.67
Cc1nn(CCO)c2nc(-c3cccs3)cc(C(F)(F)F)c12	-29	-61	14	-16	-430	-1.0	0.9	0	.
CC(C)NC(=O)CSc1nnc(C2CC2)n1-c1ccccc1	-7	-13[20 µM]	-36	-20	-24	0.6	0.3	4	0.45
COc1cccc(Cn2c(=O)c3ccccc3n3nc(C)cc23)c1	-7	-18	-3	-7	2	-1.5	-0.6	-3	.
COc1ccc(OC)c(-c2csc(N(CC3CCCO3)C(=O)Cc3ccccc3)n2)c1 (stereo not drawn)	0	0	-16	-6	7	0.7	0.5	6	0.23
CC1=NN(C(=O)CSCc2ccccc2)C(O)(c2ccc(Cl)cc2)C1 (stereo not drawn)	11	-25	-6	5	32	0.1	-0.6	-5	0.21
Cc1ccc(/C=N/N2CCN(C3c4ccccc4-c4ccccc43)CC2)s1	-9	-14	4	-9	0	-0.4	0.9	-10	-0.48
COc1ccc([C@H]2CC(=O)c3c(O)cc(O)cc3O2)cc1O	-58	-11	17	-11	9	1.2	0.8	4	-0.68
CC(C)OC(=O)c1cccnc1SCc1cc(=O)n2ccccc2n1	-33	-20	-4	-2	-55	0.9	0.0	1	.
O=C(COc1ccc(Cl)cc1[N+](=O)[O-])N/N=C/c1cccs1	-6	-19	32	-2	40	-1.3	0.5	-6	1.1
CC(/C=N/NC(=O)CN1CCN(Cc2ccc(Cl)cc2)CC1)=C\c1ccco1	-53	5	12	0	-57	1.6	1.5	-8	0.3
CCOC(=O)N1CCN=C1SCc1ccc(Cl)c(Cl)c1	11	-1	12	-14	37	0.0	-0.1	27	-0.042
O=C(CN1C2=NCCCN2c2ccccc21)c1cccs1	-1	-21	12	-7	-14	0.6	1.6	4	0.61
COc1cc2c(cc1NC(=O)c1cccnc1)CCCC2	-10	-12	-3	-15	9	-1.0	-0.5	-1	.
Cc1cc(NC(=O)c2ocnc2C)no1	-5	-8	3	5	-6	1.0	0.5	-2	.
CCOC(=O)c1ccc2c(c1)N(CC#N)C(=O)C(C)(C)O2	5	-24	19	-1	24	1.4	2.8	-2	0.34
N#CCCN(Cc1ccccc1)C(=S)NC(=O)c1ccccc1	-8	-23[20 µM]	16	1	-22	2.1	-0.7	-5	.
COc1cc(/C=C/CO)cc(OC)c1OC/C=C(\C)CCC=C(C)C	-13	-29	11	-14	5	.	.	4	-0.19
COc1cccc(C(=O)N2CCOCC2)c1	-6	-21	9	0	-17	0.7	1.5	-7	0.96
CCC(CC)c1nnc(NC(=O)CCNC(=O)c2ccccc2Cl)s1	4	-25	18	-14	-5	2.4	0.5	-13	-0.73
NC(=O)c1ccccc1NC(=O)CCCN1C(=O)CCC1=O	-2	-22[20 µM]	-4	-15	-16	-0.5	0.4	-9	2.3
Cc1cc(C(F)(F)F)n(-c2ccc(N)cc2)n1	1	-35	-12	-19	-16	0.1	1.4	-339	0.32
COc1ccc(CN(Cc2cccn2C)S(=O)(=O)c2ccc(F)cc2)cc1	45	-26	5	-10	19	0.1	-0.2	2	-1.4
O=C(Nn1cnnc1)C1CCCN1S(=O)(=O)c1ccc(F)cc1 (stereo not drawn)	2	3[20 µM]	-1	-16	-2	1.5	1.1	-1	-0.68
CCOc1ccccc1/C=C(/NC(=O)c1ccccc1)C(=O)N(CC)CC	-6	-10	-7	1	23	-0.5	0.1	-10	0.45
CCN(CC)S(=O)(=O)c1cccc(NC(=O)COC(=O)CCc2nc3ccccc3s2)c1	-2	-13[20 µM]	12	-7	-6	5.3	0.3	2	-1
CNC(=O)N/N=C(\N)c1ccccn1	-9	-5	0	-11	18	-1.1	0.2	1	0.77
COc1ccc(NC(=O)Nc2ccon2)c(OC)c1	-2	-28	-5	-12	-7	-0.6	0.2	-1	-0.31
O=C(CCC(=O)N1CCN(S(=O)(=O)c2ccc(Cl)cc2)CC1)Nc1ccc2ccccc2c1	22	-10	-19	-16	10	0.3	0.2	-8	-0.62
Cn1c(=O)n(CC(N)=O)c2ccccc21	-1	-25	25	-2	-32	0.0	1.1	-3	.
COC(=O)c1cc2c(cc1Cl)N1CCCCCC1=NS2(=O)=O	-19	-17	9	4	-7	0.0	0.2	1	-0.16

Two entries from above in another layout:
Fields – Tb hexokinase, Furin inhibitor, PPC-1+TRAIL kill, EBV gp42 inh, m-calpain inh, TRPN1 ag, TRPML3 ag, thrombin 1536, KCC2 mod
- Cc1cc(C(F)(F)F)n(-c2ccc(N)cc2)n1
→ 1, -35, -12, -19, -16, 0.1, 1.4, -339, 0.32
- COc1ccc(CN(Cc2cccn2C)S(=O)(=O)c2ccc(F)cc2)cc1
→ 45, -26, 5, -10, 19, 0.1, -0.2, 2, -1.4

Sorted by value in Tb hexokinase (highest first): 6 from the list above
SMILES	Tb hexokinase
COc1ccc(CN(Cc2cccn2C)S(=O)(=O)c2ccc(F)cc2)cc1	45
O=C(CN1C2=NCCCN2c2ccccc21)c1cccs1	-1
NC(=O)c1ccccc1NC(=O)CCCN1C(=O)CCC1=O	-2
N#CCCN(Cc1ccccc1)C(=S)NC(=O)c1ccccc1	-8
COc1cc2c(cc1NC(=O)c1cccnc1)CCCC2	-10
COC(=O)c1cc2c(cc1Cl)N1CCCCCC1=NS2(=O)=O	-19

More results.
SMILES	Tb hexokinase	Furin inhibitor	PPC-1+TRAIL kill	EBV gp42 inh	m-calpain inh	TRPN1 ag	TRPML3 ag	thrombin 1536	KCC2 mod
CC1=NN(C(=O)c2ccccc2Br)C(O)(c2cccnc2)C1 (stereo not drawn)	1	-15[20 µM]	20	-6	13	0.7	0.2	-3	0.36
Cc1c(C)n(C)c2ccc(C(=O)NCc3cccs3)cc12	-4	-28	15	-9	3	-0.7	0.4	-8	-1.5
CC(=O)c1sc(NC(=O)c2cccc(C)c2)nc1C	-16	-2	18	-5	38	0.9	-0.1	.	-0.64
CC(C)C(CO)NC(=O)CC(=O)NC(CO)C(C)C (stereo not drawn)	0	-15[20 µM]	14	-9	12	-0.5	0.6	2	1.1
Cc1cc2nc(CO)[nH]c2cc1C	-10	-24	19	-12	-23	1.9	0.4	3	-0.53
Nc1ccccc1-c1nnc(-c2ccccc2N)n1N	-3	-25	0	-3	10	1.1	1.4	5	-1.9
COc1ccc(C(=O)Nc2c(Cl)cc(Cl)cc2C(=O)NCCN2CCOCC2)cc1	1	-19[20 µM]	3	0	-22	-0.1	0.3	4	-0.54
CCCSC1=N/C(=C\c2ccc3c(c2)OCO3)C(=O)S1	-3	-5[20 µM]	13	-4	18	0.8	0.8	-3	0.94
CC(C)n1c(=S)[nH]c2ccccc2c1=O	0	-18[20 µM]	16	-3	-14	-0.4	0.9	-2	37*
